Screening results from PubChem BioAssay.
MPTP inh: inhibitors of mitochondrial permeability transition pore; AID 602449; isolated mouse mitochondria, Ca2+ swelling absorbance, 30 min; 1.4% of 360,000 active; inhibition, % at 10 µM;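 active = inhibition of 50% or more, scaled per plate between neutral and stimulator controls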;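 also: 0% = DMSO wells given calcium and 100% = 1 mM EGTA wells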
ATG4B inh: inhibitors of human ATG4B cysteine protease; ATG4B cleavage of LC3-PLA2, NBD-HPC fluorescence, 1 h; inhibition, % at 8.33 µM; Q9Y4P1; 0.51% of 340,000 active; in the data active = inhibition above about 40%
APOBEC3G inh: APOBEC3G (human) deaminase inhibition; Q9HC16; AID 493012; recombinant A3G, ssDNA deamination FAM/TAMRA fluorescence; 0.28% of 330,000 active; inhibition, % at 20 µM;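 active = inhibition of at least 40% at 20 µM, with no more than 30% in the related APOBEC3A deaminase screen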;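 also: plate controls were DMSO wells with A3G for no effect and wells lacking A3G enzyme for full effect; some compounds called inactive have numbers as strong as hits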
Target sequence (Q9HC16 whole entry, looked up): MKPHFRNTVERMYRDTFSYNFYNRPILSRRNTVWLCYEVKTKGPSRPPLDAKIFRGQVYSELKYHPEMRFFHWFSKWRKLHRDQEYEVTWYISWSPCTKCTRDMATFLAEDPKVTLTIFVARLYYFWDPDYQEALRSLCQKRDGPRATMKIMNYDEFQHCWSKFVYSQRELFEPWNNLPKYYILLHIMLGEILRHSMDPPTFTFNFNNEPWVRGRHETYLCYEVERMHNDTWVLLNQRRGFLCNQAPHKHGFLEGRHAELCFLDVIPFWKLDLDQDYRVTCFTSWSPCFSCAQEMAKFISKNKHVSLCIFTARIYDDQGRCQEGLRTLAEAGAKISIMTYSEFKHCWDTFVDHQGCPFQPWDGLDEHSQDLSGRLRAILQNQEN
mIAP block: blocks mouse intestinal alkaline phosphatase; purified mouse IAP, CDP-Star luminescence, 30 min; inhibition, % at 10 µM; 0.2% of 330,000 active; AID 2806;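 active = inhibition of at least 40% at 10 µM in the primary screen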;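 also: plate controls were DMSO with enzyme for no effect and no enzyme wells for full effect; values of inactives mirror those of a sister screen read the other way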
hIAP inh: human IAP inhibition | inhibition, % at 10 µM | purified IAP, CDP-Star luminescence, 30 min | AID 2544 | 0.12% of 330,000 active | P09923;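 active = inhibition reaching a set limit with compound at 10 µM in the primary screen, cut at about 35% in these data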;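 also: plate controls were DMSO wells with enzyme for no effect and no-enzyme buffer wells for full effect; values of inactives mirror those of a sister screen read the other way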
Target sequence (P09923 whole entry, looked up): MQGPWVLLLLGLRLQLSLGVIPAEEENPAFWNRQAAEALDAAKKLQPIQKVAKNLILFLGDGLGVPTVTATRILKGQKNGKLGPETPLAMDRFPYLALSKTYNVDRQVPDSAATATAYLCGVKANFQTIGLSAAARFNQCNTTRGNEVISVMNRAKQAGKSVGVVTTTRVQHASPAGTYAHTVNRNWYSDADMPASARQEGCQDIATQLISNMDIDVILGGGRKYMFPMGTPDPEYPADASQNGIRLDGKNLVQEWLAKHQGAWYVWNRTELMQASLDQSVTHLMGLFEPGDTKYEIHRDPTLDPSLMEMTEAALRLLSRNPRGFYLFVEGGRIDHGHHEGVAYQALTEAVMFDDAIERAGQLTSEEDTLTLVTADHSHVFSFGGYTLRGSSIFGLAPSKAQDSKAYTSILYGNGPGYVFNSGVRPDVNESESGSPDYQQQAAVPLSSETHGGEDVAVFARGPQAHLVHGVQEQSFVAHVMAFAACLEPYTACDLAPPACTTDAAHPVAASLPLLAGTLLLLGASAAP
A3A deaminase: inhibitors of human APOBEC3A DNA deaminase. P31941. recombinant A3A, FAM/TAMRA ssDNA deamination fluorescence. inhibition, % at 20 µM. 0.41% of 330,000 active. AID 493011;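 active = at least 40% inhibition at 20 µM here, with at most 30% in a related deaminase screen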;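 also: plate controls were A3A with DMSO for no effect and wells lacking A3A enzyme for full effect; some results filed as inactive read as strong as hits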
mIAP activ: mouse IAP activation; activation factor at 10 µM; muIAP, CDP-Star luminescence, 30 min; stronger effect = higher value; 1 = vehicle-only enzyme signal, 0 = enzyme-free wells; 0.24% of 330,000 active;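 active = activation factor of at least 2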; also: the source names both 10 and 20 µM as test concentration; values of inactives mirror those of a sister screen read the other way
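also added = chemiluminescent substrate CDP-Star | test system = mouse IAP enzyme | signal = chemiluminescence readout | compound = DMSO-dissolved test compounds | incubation = 30 min at room temperature | benchmarks = DMSO wells, no-enzyme wells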
hIAP act: human IAP activation. P09923. activation factor at 10 µM. purified human IAP, CDP-Star luminescence, 30 min; stronger effect = higher value; 1 = vehicle-only enzyme, 0 = enzyme-free background. 0.16% of 330,000 active;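 active = activation factor of the enzyme at least 2-fold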; also: the source names both 10 and 20 µM as test concentration; values of inactives mirror those of a sister screen read the other way
MIN6 prolif: inducers of beta-cell replication in MIN6 cells | 0.29% of 330,000 active | MIN6 cells proliferation, ATPlite luminescence, 48 h; cells starved in 0.2% serum; 100% = growth in 10% serum | proliferation, % at 10 µM | AID 2380;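 active = compounds whose signal lies at least 3.5 SD above the mean of all wells on their plate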;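 also: 0% = DMSO-treated cells in low-serum medium and 100% = 10% serum control; some compounds called inactive have numbers as strong as hits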
* marks the source's active call; other numbers are inactive results.

smiles | hIAP act | APOBEC3G inh | ATG4B inh | mIAP activ | MPTP inh | MIN6 prolif | mIAP block | hIAP inh | A3A deaminase
CC(=O)N1CCOc2cc(S(=O)(=O)N3CCN(c4ccccc4)CC3)c(Cl)cc21 | 1.14 | -14.5 | -12.2 | 1.04 | -2.8 | 3.4 | -3.8 | -13.8 | -4.4
O=C(Nc1cccc(F)c1)C1CCN(C(=O)c2ccco2)CC1 | 0.893 | -16.9 | 1.8 | 0.94 | -1.0 | -0.7 | 6.0 | 10.7 | -2.0
COc1ccc2[nH]cc(C=O)c2c1 | 0.935 | -2.7 | -12.4 | 1.07 | 0.3 | 0.4 | -7.4 | 6.5 | -0.2
COCCCNC(=O)c1c[nH]c2ccc(S(=O)(=O)N(C)c3ccccc3C)cc2c1=O | 0.817 | 0.8 | -4.2 | 1.02 | -0.1 | -4.3 | -2.3 | 18.3 | 1.0
N#Cc1c(C#N)c(-c2ccccc2)n(-c2ccc(C(=O)O)cc2)c1N | 0.968 | -5.1 | 14.2 | 1.05 | 1.2 | -0.8 | -4.7 | 3.2 | 6.4
Cc1ccc2nc(SCC(=O)NCc3ccc(F)cc3)nc(=O)n2c1 | 0.962 | -4.6 | -11.5 | 0.933 | -1.9 | -3.0 | 6.7 | 3.8 | -4.8
CCN(C(=O)COc1cc(=O)n(C)c2ccccc12)c1cccc(Cl)c1 | 0.8 | -9.7 | -8.5 | 1.01 | 3.1 | 3.6 | -1.0 | 20.0 | -0.6
O=C(/C=C/c1cccc(F)c1)Nc1ccc(S(=O)(=O)N2CCOCC2)cc1 | 1.3 | -4.1 | -14.0 | 0.994 | -0.7 | -1.2 | 0.6 | -29.7 | -1.3
COc1cccc(C2=NOC(C(=O)Nc3cc(OC)c(OC)c(OC)c3)C2)c1 (configuration not stated) | 1.04 | -8.3 | -4.7 | 1.04 | 14.5 | -0.9 | -4.3 | -4.4 | -7.9
CCC1(CC)Nc2ccccc2C(=O)N1c1ccc(OC)cc1 | 1.15 | -3.8 | -2.0 | 1.13 | 1.1 | -2.7 | -13.2 | -14.7 | -4.8
COc1cccc2[nH]c3c(N4CCC(C)CC4)ncnc3c12 | 1 | -7.0 | -4.7 | 1.01 | 0.7 | -1.5 | -0.9 | -0.3 | -0.5
COc1ccc(NC(=O)c2c(F)cccc2Cl)cc1S(=O)(=O)N1CCOCC1 | 1.02 | -7.9 | -9.3 | 1.08 | 0.1 | 0.8 | -8.5 | -2.0 | -3.4
COc1ccc(-n2c(SCC(C)=O)nc3sc(C)c(C)c3c2=O)cc1 | 1.2 | -8.7 | 4.7 | 0.914 | 0.4 | -1.3 | 8.6 | -20.3 | -6.7
COC(=O)c1ccsc1-n1cc(C#N)c(=O)n(C)c1=O | 1.03 | -7.0 | 1.4 | 1.15 | -1.5 | -3.3 | -14.7 | -3.2 | -0.7
CCOC(=O)c1c(NC(=S)N2CCOCC2)sc(C)c1C | 0.941 | -3.6 | 2.9 | 1.12 | 2.6 | 0.0 | -12.5 | 5.9 | -5.4
COc1ccc(Br)cc1[C@H]1[C@H]2C=CC[C@@H](C)[C@@H]2C(=O)N1Cc1ccccc1 | 0.726 | -10.5 | -2.0 | 1.01 | -0.8 | -8.1 | -1.4 | 27.4 | -3.4
NC(=O)c1ccc(N=C2C(=O)Nc3ccc([N+](=O)[O-])cc32)cc1 | 0.986 | -8.2 | 24.0 | 1.02 | 0.9 | -0.4 | -2.5 | 1.4 | -3.1
CCOC(=O)Cc1nn[nH]n1 | 0.952 | -1.1 | -0.5 | 0.962 | 1.3 | -1.5 | 3.8 | 4.8 | 1.5
COc1ccc(-c2coc3cc(O)cc(O)c3c2=O)cc1OC | 0.895 | -3.0 | 1.8 | 0.979 | 2.8 | -0.6 | 2.1 | 10.5 | 2.1
O=C(NC1CCCCC1)C1CCN(S(=O)(=O)c2cccs2)CC1 | 0.881 | -2.5 | -13.2 | 0.958 | 7.3 | 0.0 | 4.2 | 11.9 | -2.0
Cc1ccn2c(NC(=O)C(C)(C)Oc3ccc(Cl)cc3)c(-c3cccs3)nc2c1 | 1.1 | -3.0 | -3.3 | 1.2 | 1.2 | 0.0 | -20.4 | -10.3 | -2.1
Cc1nc([N+](=O)[O-])c(C(=O)OCc2cccc(Br)c2)n1C | 1.12 | 2.4 | -6.7 | 1.09 | -1.4 | -1.0 | -9.2 | -11.6 | -0.8
O=C(Cc1cccc2ccccc12)NCC1CCCO1 (configuration not stated) | 1.15 | -3.5 | -2.1 | 0.967 | -4.2 | -1.2 | 3.3 | -14.8 | -2.5
CC1Oc2ccccc2OC1C(=O)Nc1ccccn1 (configuration not stated) | 1 | 1.9 | -6.0 | 0.984 | -1.0 | -1.0 | 1.6 | -0.4 | 1.7
COc1cccc(C(=O)N/N=C(\C)c2ccc(NC(=O)Cc3ccccc3)cc2)c1OC | 1.25 | -8.0 | -10.0 | 0.977 | -0.2 | 4.2 | 2.3 | -24.8 | -1.8
COc1ccc(C(=O)NCCSCc2ccccc2)cc1OC | 1.27 | -1.9 | -1.1 | 0.98 | -1.1 | -3.3 | 2.0 | -27.4 | -1.4
CCCc1ccc(OCc2ccc(C(=O)N/N=C/c3cccnc3)o2)cc1 | 1.05 | -3.1 | -2.5 | 0.921 | 0.6 | 0.7 | 7.9 | -5.0 | -1.7
COc1ccccc1-c1noc(CCC(=O)Nc2cc(C(F)(F)F)ccc2Cl)n1 | 1.08 | 0.5 | -11.1 | 0.964 | 4.1 | -1.8 | 3.6 | -8.0 | -0.2
CCN(C(=O)COC(=O)/C=C/c1cccc(Cl)c1)c1c(N)n(Cc2ccccc2)c(=O)[nH]c1=O | 1.14 | 1.6 | -29.7 | 1.02 | -1.3 | 2.5 | -1.8 | -14.3 | -1.1
CC(CNC(=O)CCS(=O)(=O)c1ccc2c(c1)NC(=O)CO2)c1ccccc1 (configuration not stated) | 0.672 | 1.3 | -2.5 | 1.03 | -2.1 | 0.9 | -3.3 | 32.8 | -0.3
Cc1cc(NC(=O)CSc2nc3ccsc3c(=O)n2CCCCC(=O)O)no1 | 1.19 | -1.2 | -0.8 | 0.987 | -3.1 | -1.4 | 1.3 | -18.8 | -5.2
Oc1ccc(C[C@@H]2CNCCN2CCCCC2CCCCC2)cc1 | 0.967 | -3.2 | 5.0 | 1.25 | 0.7 | -7.9 | -25.2 | 3.3 | -1.6
CCOC(=O)n1c(=O)[nH]c2ccc(Br)cc21 | 0.979 | 0.8 | -12.4 | 0.964 | -0.5 | -1.6 | 3.6 | 2.1 | -1.1
CCOC(=O)c1ccc(-c2cc(C)no2)[nH]1 | 1.13 | -6.8 | -5.1 | 1.11 | 0.1 | -2.7 | -11.0 | -12.6 | -1.9
COc1ccc(-c2nc(CN3CCN(C(=O)c4ccco4)CC3)c(C)o2)c(OC)c1C | 0.975 | 0.7 | 0.9 | 1 | 1.1 | 0.5 | -0.1 | 2.5 | 0.8
CCOC(=O)c1ccc(-n2c(C)nc3ccc(Br)cc3c2=O)cc1 | 0.984 | -1.3 | -5.7 | 1.11 | 2.1 | -1.6 | -10.7 | 1.6 | 2.4
CC1(C)CN2C(=S)N(c3ccccc3)C(c3ccccc3)N2C1 (configuration not stated) | 1.15 | -3.6 | -4.9 | 1.01 | 0.8 | 0.8 | -0.8 | -14.9 | -1.9
CCc1cc(=O)oc2cc(OS(C)(=O)=O)ccc12 | 0.995 | -8.8 | -10.6 | 0.942 | -0.8 | -1.4 | 5.8 | 0.5 | -2.3
COc1ccc2cc(C(=O)Nc3ccc(F)cc3)sc(=O)c2c1OC | 1.08 | -5.3 | 9.4 | 0.858 | 5.2 | -0.9 | 14.2 | -7.8 | 0.0
CCN(CC)C(=O)Cn1cc(C(=O)C(=O)Nc2ccc3c(c2)OCCO3)c2ccccc21 | 1.07 | -9.8 | -9.5 | 0.865 | 2.0 | -0.9 | 13.5 | -7.2 | -3.5
Cc1cccc(N2CCN(S(=O)(=O)c3ccc4c(c3)CCC(=O)N4)CC2C)c1 (configuration not stated) | 0.954 | 0.0 | -8.8 | 0.956 | -2.0 | 0.6 | 4.4 | 4.6 | 5.5
COCCCNc1nc2nonc2nc1N1CCN2CCCC2C1 (configuration not stated) | 0.998 | -2.8 | -3.5 | 0.957 | 1.1 | -4.1 | 4.3 | 0.2 | 6.8
CCN(Cc1nc(-c2ccc(OC)c(OC)c2)no1)C(=O)c1ccc2c(c1)OCO2 | 0.965 | -10.4 | -4.8 | 0.982 | 0.8 | -1.1 | 1.8 | 3.5 | -5.9
Cc1ccc(S(=O)(=O)N2CCN(c3ccccc3)CC2)c(C)c1 | 1.02 | -3.0 | 5.6 | 1.09 | -0.6 | 2.3 | -8.9 | -1.9 | -7.2
CCc1nc(N)c(C#N)c(-c2ccco2)c1C | 0.944 | -8.7 | 4.7 | 1.02 | 1.7 | 7.1* | -1.8 | 5.6 | 0.5
COc1ccc(CCn2c(C)nc3c(c(=O)c4ccccc4n3C)c2=O)cc1 | 1.25 | -8.2 | 24.2 | 1.08 | 2.7 | 0.0 | -7.6 | -24.5 | -3.0
Cn1c(C(=O)NCCN2CCOCC2)cc2c(=O)n(C)c3ccccc3c21 | 0.923 | 7.8 | -1.6 | 0.971 | -1.1 | 6.0 | 2.9 | 7.7 | 3.9
CCCS(=O)(=O)c1nc(S(=O)(=O)c2ccc(C)cc2)c(NCc2ccccn2)s1 | 1.37 | -11.1 | 7.2 | 0.969 | -1.0 | -1.2 | 3.1 | -36.6 | -4.6
Cc1[nH]nc(SCC(=O)N2CCCCCC2)c1[N+](=O)[O-] | 0.893 | -6.0 | 1.4 | 1 | -1.7 | 0.9 | -0.3 | 10.7 | -3.6
CC1CCCN(C(=O)CN2C(=O)CSc3ccc(S(=O)(=O)N4CCOCC4)cc32)C1 (configuration not stated) | 1.26 | -5.4 | 2.9 | 0.966 | 0.1 | -3.4 | 3.4 | -26.3 | -0.8
O=c1cc(-c2ccccc2)nc(Sc2ccc([N+](=O)[O-])cc2[N+](=O)[O-])[nH]1 | 0.935 | -2.0 | -0.6 | 1.01 | 28.1 | -3.8 | -0.6 | 6.5 | -3.1
Cc1nc(SCc2ccccc2F)c2oc3ccccc3c2n1 | 0.875 | -4.2 | 7.0 | 0.916 | 1.1 | -2.4 | 8.4 | 12.5 | -1.7
CN(Cc1c(F)cccc1Cl)c1nnnn1-c1ccccc1 | 0.934 | -3.7 | -8.8 | 0.912 | 0.6 | 1.2 | 8.8 | 6.6 | -2.9
Cn1c(C(=O)NCCN2CCc3ccccc3C2)cc2c(=O)[nH]c3ccccc3c21 | 1.07 | -3.3 | -13.7 | 1.08 | 0.2 | -4.3 | -8.2 | -6.9 | 0.0

3 entries picked at random from those above:
smiles | hIAP act | APOBEC3G inh | ATG4B inh | mIAP activ | MPTP inh | MIN6 prolif | mIAP block | hIAP inh | A3A deaminase
COc1ccc(CCn2c(C)nc3c(c(=O)c4ccccc4n3C)c2=O)cc1 | 1.25 | -8.2 | 24.2 | 1.08 | 2.7 | 0.0 | -7.6 | -24.5 | -3.0
CCc1nc(N)c(C#N)c(-c2ccco2)c1C | 0.944 | -8.7 | 4.7 | 1.02 | 1.7 | 7.1* | -1.8 | 5.6 | 0.5
CC1CCCN(C(=O)CN2C(=O)CSc3ccc(S(=O)(=O)N4CCOCC4)cc32)C1 (configuration not stated) | 1.26 | -5.4 | 2.9 | 0.966 | 0.1 | -3.4 | 3.4 | -26.3 | -0.8
